Screens (PubChem BioAssay)
ROC1-CUL1 inh = blocks human RBX1-Cullin-1 di-ubiquitin formation; P62877+Q13616; in vitro K48 di-Ub FRET, acceptor:donor ratio, 45 min; inhibition, % at 10 µM; hit rate 0.6% among 140,000; AID 1347404; in the data active means inhibition above about 25%
Target sequence (P62877 whole entry, looked up): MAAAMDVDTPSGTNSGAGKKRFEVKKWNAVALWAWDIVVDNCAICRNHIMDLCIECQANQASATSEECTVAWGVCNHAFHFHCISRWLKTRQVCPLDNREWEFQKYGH
Target sequence (Q13616 whole entry, looked up): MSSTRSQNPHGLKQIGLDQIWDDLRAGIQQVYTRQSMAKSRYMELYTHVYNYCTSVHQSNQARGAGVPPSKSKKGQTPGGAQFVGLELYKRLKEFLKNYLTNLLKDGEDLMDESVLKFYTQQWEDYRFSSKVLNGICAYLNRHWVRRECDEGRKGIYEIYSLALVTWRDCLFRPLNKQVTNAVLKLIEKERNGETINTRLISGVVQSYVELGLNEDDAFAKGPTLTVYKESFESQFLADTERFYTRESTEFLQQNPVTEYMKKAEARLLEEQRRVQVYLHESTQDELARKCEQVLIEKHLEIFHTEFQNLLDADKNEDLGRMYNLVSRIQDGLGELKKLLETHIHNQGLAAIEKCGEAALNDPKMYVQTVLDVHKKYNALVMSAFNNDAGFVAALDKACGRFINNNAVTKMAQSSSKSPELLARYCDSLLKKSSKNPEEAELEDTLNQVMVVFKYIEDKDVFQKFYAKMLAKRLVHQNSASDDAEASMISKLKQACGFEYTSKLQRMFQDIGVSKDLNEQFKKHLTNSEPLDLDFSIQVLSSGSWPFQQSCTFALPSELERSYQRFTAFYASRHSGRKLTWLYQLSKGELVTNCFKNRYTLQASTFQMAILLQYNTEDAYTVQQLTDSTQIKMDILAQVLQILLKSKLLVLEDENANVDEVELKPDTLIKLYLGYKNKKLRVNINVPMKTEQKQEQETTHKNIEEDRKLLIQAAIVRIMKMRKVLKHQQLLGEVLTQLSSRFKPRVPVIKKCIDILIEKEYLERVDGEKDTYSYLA
The depositor's hits bear a star. Some of the compounds tested; count on the stated rates, not on these rows.

item	Compound	ROC1-CUL1 inh
1	NC(=O)c1ccccc1NC(=S)NC(=O)CCc1ccccc1	7.6
2	CN(C)S(=O)(=O)N1CCC(C(=O)Nc2ccc(Br)cc2)CC1	4.1
3	c1ccc(-c2nc(Cc3nc(-c4ccccc4)n4ccccc34)c3ccccn23)cc1	2.4
4	CN(Cc1ccccc1)S(=O)(=O)c1cccc2cccnc12	1.9
5	CCOC(=O)c1c(/C=C/C(=O)c2ccccc2)ccc(OC)c1OC	-8.6
6	Cn1c(=O)c2c(nc(NCCc3ccccc3)n2CC(=O)NCCc2ccccc2)n(C)c1=O	2.2
7	Cc1cc(C)c2c(CC(=O)Nc3ccccc3C)coc2c1	1.8
8	O=C(c1ccc(N2CCCC(O)C2)nc1)N1CCC(Cn2cccn2)CC1 (stereo not drawn)	0.5
9	CCOC(=O)C(NC(=O)c1ccccc1)(Nc1ccc(S(N)(=O)=O)cc1)C(F)(F)F (stereo not drawn)	-11.2
10	CCc1ccc(Oc2cc(C)nc(N)n2)cc1	4.4
11	Cc1ccc(Cl)cc1N1CCN(C(=O)COCc2cc(-c3ccc4c(c3)OCO4)on2)CC1	-7.6
12	CCOc1ccccc1C1NC(=S)N=C(C)C1C(=O)OCCSCC (stereo not drawn)	-19.5
13	Cc1ccc(N2NC(=O)/C(=C/c3ccc(F)cc3)C2=O)cc1Cl	50.5*
14	O=C(COc1ccccc1Cl)NC(=S)Nc1cccc(-c2nc3ncccc3o2)c1	-2.5
15	CCOCC(=O)Nc1cc(C(=O)OC)cc(C(=O)OC)c1	-2.8
16	C#CCOc1ccc2c(=O)n(C)c(=O)n(C)c2c1Cl	-4.5
17	COc1ccc2c(c1)-c1c(sn(-c3cc(C)cc(C)c3)c1=S)C(C)(C)N2	-4.6
18	O=C(CSc1ncccn1)N/N=C/c1ccc(Cl)cc1Cl	-3.0
19	Cc1oc(-c2ccccc2)nc1CNC(=O)Nc1ccccc1	-6.2
20	CC(C)NC(=O)c1nc(-c2ccccc2)nnc1-c1ccc(Cl)cc1	-5.0
21	COc1cc(-c2nn3c(C)nnc3s2)cc(OC)c1OC	2.9
22	O=C(CCCc1cccs1)NCc1cccnc1-n1cnc2ccccc21	3.5
23	CN1CCC(NC2CCN(c3ccc(C(=O)N4CCc5ccccc5C4)cc3)CC2)CC1	1.2
24	Cc1ccc(C(=O)NCc2nnnn2-c2ccc(C)c(C)c2)cc1	1.9
25	CCN1CCN(C(=O)c2cc3c(=O)n4cccc(C)c4nc3n2CCCOC)CC1	-1.7
26	CC1(C)C2CCC1(C)C(OCC(O)CNC1CCCC1)C2 (stereo not drawn)	1.3
27	COc1ccc(-c2csc3ncn(Cc4ccccc4F)c(=O)c23)cc1OC	-5.0
28	CCS(=O)(=O)Nc1cc(Cl)ccc1OC	0.4
29	CCOC(=O)CSc1nnnn1-c1cc(OC)c(Cl)cc1OC	-0.5
30	Cc1cc2c(cc3c(SCc4ccc(Cl)cc4)nncn32)o1	13.4
31	COC(=O)C(NC(=O)c1ccc(F)cc1)(Nc1nc2ccccc2s1)C(F)(F)F (stereo not drawn)	-4.4
32	O=c1[nH]c2ccccc2n1CCCN1CCN(C2Cc3ccccc3Sc3ccc(Cl)cc32)CC1 (stereo not drawn)	-2.7
33	O=C1N=C2SCCN2/C1=C\c1c(Cl)cccc1Cl	-1.4
34	COc1cc(Br)ccc1OCC(=O)N/N=C/c1cc(OC)c(O)c(OC)c1	-9.5
35	Cc1ccc(OCC(=O)Nc2cccc(C(=O)OCc3cc(=O)n4nc(C)sc4n3)c2)cc1	-2.4
36	O=C(O)CC(=O)Nc1cccc(Cl)c1Cl	-4.8

Given field by field: 4 of the compounds above
(30) Cc1cc2c(cc3c(SCc4ccc(Cl)cc4)nncn32)o1
  ROC1-CUL1 inh = 13.4

(31) COC(=O)C(NC(=O)c1ccc(F)cc1)(Nc1nc2ccccc2s1)C(F)(F)F (stereo not drawn)
  ROC1-CUL1 inh = -4.4

(28) CCS(=O)(=O)Nc1cc(Cl)ccc1OC
  ROC1-CUL1 inh = 0.4

(26) CC1(C)C2CCC1(C)C(OCC(O)CNC1CCCC1)C2 (stereo not drawn)
  ROC1-CUL1 inh = 1.3

Further structures follow.
item	Compound	ROC1-CUL1 inh
37	CCC(Sc1nc(-c2ccccc2)cc(C(F)(F)F)c1C#N)C(=O)Nc1ccc2ccccc2c1 (stereo not drawn)	6.7
38	O=C(NC1(C(F)(F)F)N=C2SCCN2C1=O)c1cccs1 (stereo not drawn)	4.1
39	COc1ccc(OC)c(S(=O)(=O)NCCc2csc3nc(-c4ccccc4)nn23)c1	-5.4
40	FC(F)(F)c1nc(Nc2cccc(Cl)c2Cl)sc1-c1ccccc1	-3.8
41	CCOc1cc(C(c2c(C)[nH][nH]c2=O)c2c(C)[nH][nH]c2=O)ccc1OC(=O)c1ccc(Cl)cc1Cl	4.4
42	C/C(=C\COc1cc(=O)[nH]c2ccccc12)CCC1OC(C)(C)OC1(C)C (stereo not drawn)	-7.9
43	O=S(=O)(c1ccc(Cl)cc1)N1CCN(c2ccccc2)CC1	5.2
44	COc1ccc(C2C(C(=O)c3ccc(C)cc3)C(=O)C(=O)N2c2cccc(C(=O)O)c2)cc1OC (stereo not drawn)	10.1
45	COc1ccccc1NC(=O)c1sc2ncn(CC(=O)OC3CCCCC3)c(=O)c2c1C	11.5
46	COc1ccccc1NC(=O)COc1cc(Br)c(/C=C2\SC(=N)NC2=O)cc1OC	7.4
47	Cc1sc2nc(SCC(=O)NCCO)[nH]c(=O)c2c1C	1.4
48	Cc1cccc(-c2nc(S(=O)(=O)c3ccc(F)cc3)c(N3CCN(c4ccccc4)CC3)o2)c1	-12.8
49	CC(C)(C)c1ccc(S(=O)(=O)N2CCSC2)cc1	-4.2
50	CCCn1nnc(NC(=O)c2ccco2)n1	0.2
51	CCOc1ccc(-c2cc(C)n3nc(C(=O)Nc4ccc(C)c(C)c4)cc3n2)cc1	5.6
52	CN1C2=C(C(=O)CC(C)(C)C2)C(c2cc(Br)ccc2O)C2=C1CC(C)(C)CC2=O	2.9
53	Cc1csc(NS(C)(=O)=O)n1	-3.4
54	CC(=O)c1ccc(F)c(-c2cc(C)cc3c2OC(CNC(=O)C(C)(C)C)C3)c1 (stereo not drawn)	-0.3
55	Cc1oc(-c2ccccc2Cl)nc1CSc1nc2ncccc2[nH]1	3.4
56	O=C(c1ccccc1F)N1CCC(C2(Cc3ccc(F)cc3)NC(=O)N(C3CCOC3)C2=O)CC1 (stereo not drawn)	-8.2
57	O=C(c1cccs1)C1CCCN(C(=O)Cn2nnnc2CN2CCOCC2)C1 (stereo not drawn)	-0.2
58	N=C1/C(=C\c2ccc(-c3cccc(Cl)c3)o2)C(=O)N=C2SC=NN12	23.3
59	COc1ccc(C)cc1S(N)(=O)=O	-3.0
60	Cc1cccc(N2CCN(C(=O)c3ccc(Cl)s3)CC2)c1C	-0.6

ROC1-CUL1 inh, hit marks shown above.
item	Compound	ROC1-CUL1 inh
13	Cc1ccc(N2NC(=O)/C(=C/c3ccc(F)cc3)C2=O)cc1Cl	50.5*

Further compounds follow.
item	Compound	ROC1-CUL1 inh
61	OC1c2cc3ccccc3nc2Sc2nc(-c3ccc(Cl)cc3)nn21 (stereo not drawn)	-2.3
62	CCc1nn(CC(=O)Nc2ccc(NC(C)=O)cc2)c(=O)c2cc3sccc3n12	4.5
63	Cc1cc(C(=O)N/N=C/c2c(O)ccc3ccccc23)n[nH]1	3.5
64	O=C(Nc1cc(F)ccc1F)C1CCN(c2nc3ccccc3n3cccc23)CC1	10.5
65	O=C(Oc1cc(=O)n(-c2ccccc2)c(-c2ccccc2)n1)c1ccc(Cl)cc1Cl	3.9
66	Cc1c(C(=O)N(C)C)c2ccc(Cl)cc2n1O	-8.9
67	CS(=O)(=O)N(CC(=O)Nc1ccc(F)c(Cl)c1)C1CCCCC1	2.5
68	COc1ccc(C2c3[nH]c4ccccc4c3CCN2C(=O)CN2C(=O)c3ccccc3C2=O)cc1 (stereo not drawn)	0.3
69	Cc1sc(-c2sc(C)c(C)c2I)c(I)c1C	11.0
70	CC(=C\C(=O)O)/C(=C/c1ccc(C)o1)C(=O)O	3.6
71	COCCCNc1nc(NCc2cccc(Cl)c2)c2cnn(C)c2n1	-2.7
72	CC1(C(=O)O)CCC(C(=O)NNC(=O)c2ccccc2Cl)C1(C)C (stereo not drawn)	5.4
73	CCCN(Cc1cccs1)C(=O)Nc1ccc(F)c(Cl)c1	0.8
74	Cc1ccc(C)c(Sc2cnn(-c3ccccc3)c(=O)c2Cl)c1	8.8
75	COc1cc(/C=N/Nc2nnnn2-c2cccc3ccccc23)ccc1C	-3.9
76	CCOCCCNC(=O)C1CCCN1c1nc(C)c2ccc(S(C)(=O)=O)cc2n1 (stereo not drawn)	-0.3
77	CC1CC2CCC1(NC(=O)CCCCC(=O)NC1CC3CCC1(C)C3(C)C)C2(C)C (stereo not drawn)	-4.1
78	Cc1cc(NC(=O)Cn2c(=O)oc3cc(S(=O)(=O)N4CCCC4)ccc32)ccc1Br	7.2
79	COc1cc(OC)cc(C(=O)Nc2cc(-c3nc4ccccc4s3)ccc2OC)c1	-0.3
80	CC(=O)c1sc(Nc2ncccn2)nc1C	-2.6
81	N#CC(Cl)CS(=O)(=O)c1ccccc1 (stereo not drawn)	3.4
82	CC(=O)Nc1ccc(NC(=O)c2ccc(N3CCOCC3)cc2)cc1	-2.8
83	CN1CCN(C2Cc3ccccc3Sc3cc(C(F)(F)F)ccc32)CC1 (stereo not drawn)	-1.6
84	COCC(=O)Nc1ccccc1C#N	1.9
85	CCc1c(C)sc(NC(=O)OC)c1C#N	3.7
86	CCc1ccc(S(=O)(=O)c2nnn3c2nc(N(C)Cc2ccccc2)c2cc(Cl)ccc23)cc1	-4.0
87	COc1ccc(CNC(=O)Cc2ccc(NC(=O)N3CCCCc4ccccc43)cc2)cc1	-7.2
88	Cc1ccc(S(=O)(=O)Nc2cc(F)ccc2F)c(C)c1	-5.4
89	COC(=O)c1ccc(NC(=O)C2(S(=O)(=O)c3ccc(C)cc3)CC2)cc1	-17.5
90	CCOc1ccc(NC(=O)c2cc(Cl)ccc2[N+](=O)[O-])cc1	-7.8
91	N#Cc1cc2c(nc1SCc1ccncc1)CCCCCC2	-1.7
92	CCC1CN(C(=O)Nc2cc(C)ccc2OC)c2cc(Cl)ccc2O1 (stereo not drawn)	4.6
93	CCOc1ccc(NC(=O)c2sc3nc(-c4ccc(OC)cc4)cn3c2C)cc1	-7.5
94	Cc1ccc(NC(=O)c2c(C)oc3ccc(O)c(CN4CCOCC4)c23)cc1	6.2
95	Cc1ccccc1NC(=O)c1sc2nc(-c3ccncc3)ccc2c1N	-1.6
96	CC1Cc2cc(C(=O)N3CCOCC3)ccc2N1S(=O)(=O)c1ccccc1 (stereo not drawn)	-4.8

3 of the entries above in order of the ROC1-CUL1 inh value, smallest number first.
#	canonical_smiles	ROC1-CUL1 inh
17	COc1ccc2c(c1)-c1c(sn(-c3cc(C)cc(C)c3)c1=S)C(C)(C)N2	-4.6
86	CCc1ccc(S(=O)(=O)c2nnn3c2nc(N(C)Cc2ccccc2)c2cc(Cl)ccc23)cc1	-4.0
35	Cc1ccc(OCC(=O)Nc2cccc(C(=O)OCc3cc(=O)n4nc(C)sc4n3)c2)cc1	-2.4

Other results follow.
item	Compound	ROC1-CUL1 inh
97	COc1ccc(-c2nnn3c2nc(NCc2ccc(C)cc2)c2ccccc23)cc1	0.3
98	CCc1ccc(OCC(=O)Nc2ccc(S(=O)(=O)N(CC)c3ccccc3)cc2)cc1	-3.3
99	Cc1cccc(C(=O)N2CCc3cc(CNS(=O)(=O)c4cccs4)ccc32)c1	2.2
100	CCCCc1nc2cc(C(=O)N3CCSCC3)ccc2o1	7.0
101	CCCCOc1ccc(/C=N/Nc2nc(-c3ccccc3)cc(-c3ccc(Br)cc3)n2)cc1	-1.4
102	C=CCn1c(Sc2ncnc3sc4c(c23)CCC(C)C4)nnc1-c1ccncc1 (stereo not drawn)	4.0
103	Cc1ccccc1C(=O)NC1(C(F)(F)F)N=C(c2ccccc2)N(Cc2ccccc2)C1=O (stereo not drawn)	-20.0
104	N#CC1C(=N)N(c2ccc(S(N)(=O)=O)cc2)C2=C(CCC2)C1(C(F)(F)F)C(F)(F)F (stereo not drawn)	3.9
105	Nc1ccc(N2CCN(CCCCN3C(=O)C4CCCN4C3=O)CC2)cc1 (stereo not drawn)	2.4
106	Cc1c(Cl)c2ccccc2n1S(=O)(=O)c1ccccc1	12.0
107	Cc1nn(-c2ccc(Cl)cc2F)c(=O)[nH]1	2.0
108	CCOC(=O)NC(Nc1ccc(S(=O)(=O)Nc2cc(C)on2)cc1)(C(F)(F)F)C(F)(F)F	-6.1
109	CCC(=O)N1N=C2c3ccc(OC)cc3CCC2C1c1ccc(OC)cc1 (stereo not drawn)	-4.5
110	O=[N+]([O-])c1ccc(N2CCN(S(=O)(=O)c3ccccc3)CC2)c2ncccc12	4.8
111	COC(=O)c1cc2sc(C)cc2n1Cc1ccc(Br)cc1F	-0.9
112	COC(=O)C1CCCN1C(=O)c1ccc(OC)c(Br)c1 (stereo not drawn)	-4.5
113	COc1ccc(N2CCN(CCCNC(=O)C3COc4ccc(OC)cc4C3)CC2)cc1 (stereo not drawn)	-5.7
114	O=c1c2cc(-c3ccccc3)sc2[nH]c(=S)n1-c1ccc(Cl)cc1Cl	-0.2
115	COc1cccc(-n2c(=O)c3c(C)c(C)sc3n(CC(=O)NCc3ccc(C)cc3)c2=O)c1	-6.4
116	COc1ccc(-c2noc(CSc3nnc(C)n3-c3ccc(C)cc3)n2)cc1	1.4
117	CCOC(=O)C1C(=O)/C(=C\c2ccco2)N=C1C (stereo not drawn)	-5.6
118	CCN(C(=O)c1noc2c1COc1ccc(C)cc1-2)c1cccc(C)c1	10.1
119	O=C(Nc1ccc(Oc2ccc(Cl)cc2)cc1)c1ccc2c(c1)OCCO2	7.1
120	CCOC(=O)c1ccccc1NC(=O)C(C)Oc1ccc(C)cc1C (stereo not drawn)	-3.4
121	O=C(Nc1nccs1)c1sc2ccccc2c1O	2.8
122	O=C(Nc1ccc(OCCCc2ccccc2)cc1)c1ccncc1	4.0
123	OCc1cc(Cl)cc(Cl)c1O	6.2
